Source: PubChem BioAssay
ASK1 primary: ASK1 kinase inhibitors, primary screen, biochemical, AlphaScreen; AlphaScreen MKK6 phosphorylation by ASK1, luminescence; inhibition, % at 7.44 µM; hit rate 0.99% among 22,000; in the data active = inhibition above about 35%;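 note: 0% = median of compound wells and 100% = no enzyme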
Target sequence (Q99683 whole entry, looked up): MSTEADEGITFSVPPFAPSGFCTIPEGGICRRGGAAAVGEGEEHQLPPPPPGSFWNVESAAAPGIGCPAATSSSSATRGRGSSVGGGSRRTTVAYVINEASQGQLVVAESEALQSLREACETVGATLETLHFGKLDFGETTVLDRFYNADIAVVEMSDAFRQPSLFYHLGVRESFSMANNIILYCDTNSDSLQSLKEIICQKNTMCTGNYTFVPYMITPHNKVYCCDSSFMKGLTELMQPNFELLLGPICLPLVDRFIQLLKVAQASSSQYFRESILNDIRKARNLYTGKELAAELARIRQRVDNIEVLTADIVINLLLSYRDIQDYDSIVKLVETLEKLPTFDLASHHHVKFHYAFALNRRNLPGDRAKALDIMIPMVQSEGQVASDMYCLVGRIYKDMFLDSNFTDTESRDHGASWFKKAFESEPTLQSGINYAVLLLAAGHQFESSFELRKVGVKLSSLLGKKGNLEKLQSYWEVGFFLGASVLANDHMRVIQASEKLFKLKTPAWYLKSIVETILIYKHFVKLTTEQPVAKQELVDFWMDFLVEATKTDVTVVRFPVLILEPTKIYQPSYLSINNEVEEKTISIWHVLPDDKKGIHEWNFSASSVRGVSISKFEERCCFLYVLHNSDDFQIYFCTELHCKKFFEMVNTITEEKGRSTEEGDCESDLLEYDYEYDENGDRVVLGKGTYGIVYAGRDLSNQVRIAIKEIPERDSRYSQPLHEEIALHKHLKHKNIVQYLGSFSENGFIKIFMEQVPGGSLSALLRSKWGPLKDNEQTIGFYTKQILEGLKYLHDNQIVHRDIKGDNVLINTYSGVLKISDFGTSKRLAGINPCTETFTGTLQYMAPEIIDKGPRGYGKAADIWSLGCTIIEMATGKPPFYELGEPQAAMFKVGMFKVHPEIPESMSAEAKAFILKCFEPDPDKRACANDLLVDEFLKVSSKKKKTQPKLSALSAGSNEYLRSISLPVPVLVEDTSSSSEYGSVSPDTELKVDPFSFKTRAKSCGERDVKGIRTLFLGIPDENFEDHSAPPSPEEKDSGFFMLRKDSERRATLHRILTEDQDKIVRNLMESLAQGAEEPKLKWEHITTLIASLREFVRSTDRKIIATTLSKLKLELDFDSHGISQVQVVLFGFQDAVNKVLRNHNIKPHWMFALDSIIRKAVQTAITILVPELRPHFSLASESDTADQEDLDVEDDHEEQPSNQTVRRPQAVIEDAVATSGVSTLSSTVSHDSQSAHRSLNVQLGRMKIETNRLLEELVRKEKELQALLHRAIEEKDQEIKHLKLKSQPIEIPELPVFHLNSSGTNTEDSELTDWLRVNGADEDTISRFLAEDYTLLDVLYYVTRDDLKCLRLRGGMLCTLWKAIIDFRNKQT
ULK1 primary: ULK1 kinase inhibitors, primary screen, biochemical, AlphaScreen; Serine/threonine-protein kinase ULK1 (Homo sapiens), O75385; inhibition, % at 5.96 µM; AID 1259251, 2017; hit rate 1.9% among 30,000; AlphaScreen Atg13 phosphorylation by ULK1, luminescence; in the data active = inhibition above about 43%;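 note: 0% = median of compound wells and 100% = no enzyme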
* hit, by the source's call; & = joins results of further samples; ! = not confirmed by another sample.

Sample of the layout, 4 compounds:
For O=C1NN(C(=O)c2cccc(Cl)c2)C2Cc3ccccc3C12 (stereo unspecified) the results were ULK1 primary -4.8.
For CC(=O)C1=C(O)C(=O)N(c2cc(C(C)(C)C)on2)C1c1ccc(Br)cc1 (stereo unspecified) the results were ULK1 primary 14.5.
c1ccc(Oc2ccc(Nc3nc(Nc4ccccn4)nc4c3ncn4-c3ccsc3)cc2)cc1 was read as ASK1 primary 2.9 and ULK1 primary 5.2.
For CCCNc1cc(Nc2nccc3ccccc23)ncn1 the results were ASK1 primary -5.1 and ULK1 primary -0.7.

The list itself, from the first entry:
For O=C1NN(C(=O)c2cccc(Cl)c2)C2Cc3ccccc3C12 (stereo unspecified) the results were ULK1 primary -4.8.
For CC(=O)C1=C(O)C(=O)N(c2cc(C(C)(C)C)on2)C1c1ccc(Br)cc1 (stereo unspecified) the results were ULK1 primary 14.5.
c1ccc(Oc2ccc(Nc3nc(Nc4ccccn4)nc4c3ncn4-c3ccsc3)cc2)cc1 was read as ASK1 primary 2.9 and ULK1 primary 5.2.
For CCCNc1cc(Nc2nccc3ccccc23)ncn1 the results were ASK1 primary -5.1 and ULK1 primary -0.7.
`COc1cccc2cc(-c3csc(NC(=O)c4c(F)cccc4F)n3)oc12` gave ULK1 primary -8.9.
O=C(c1nc2ccc(F)cc2[nH]1)N1CCC(c2nc(-c3ccncc3)no2)C1 (stereo unspecified) was read as ASK1 primary -8.4 and ULK1 primary 1.1.
CC(C)N(CCNC(=O)c1ccc2nc(Nc3cccnc3)sc2c1)C(C)C was read as ASK1 primary 3.2 and ULK1 primary 0.3.
O=C1CCC(=O)N1CO was read as ULK1 primary -1.5&-5.3.
For O=C(Nc1cccc(Cn2cncn2)c1)c1cccc(-n2cc(Nc3nccn3-c3ccccc3)cn2)c1 the results were ASK1 primary -1.4 and ULK1 primary -5.3.
`O=C(NCc1cccc(C(F)(F)F)c1)c1csc(Nc2ccc(-n3ccnc3)cc2)n1` gave ASK1 primary 9.8 and ULK1 primary -15.8.
Screening CC(C)N(CCNc1cc(N2CCCC2CO)nc(N)n1)C(C)C (stereo unspecified) returned ASK1 primary -4.8 and ULK1 primary 3.8.
`CC(=O)c1cccc(-c2ncc(C(=O)NCCN(C(C)C)C(C)C)s2)c1` gave ASK1 primary -9.4 and ULK1 primary 3.5.
O=C1CCCN1CCCNc1ccnc(-c2ccc(N3CCOCC3)nc2)n1 was read as ASK1 primary -17.7 and ULK1 primary 1.1.
For CCN(CC)c1nc(NCCN2CCOCC2)nc(N2CCN(Cc3ccc4c(c3)OCO4)CC2)n1 the results were ASK1 primary -8.1 and ULK1 primary -3.1.
`FC(F)(F)c1cccc(CNc2nc(Nc3ccc(N4CCOCC4)cc3)nc3nc[nH]c23)c1` gave ASK1 primary 45.5*! and ULK1 primary 32.4&13.3.
`O=C(NCCO)c1cnc(N2CCc3ccccc3C2)s1` gave ASK1 primary -9.3 and ULK1 primary -2.6.
`CC(C)n1c(NCCN2CCOCC2)nc2c(Nc3ccc(N4CCOCC4)cc3)ncnc21` gave ASK1 primary 0.8 and ULK1 primary 14.1.
O=C(OCc1ccccc1)c1ccccc1 was read as ULK1 primary 9.8.
For CC(=O)Nc1ccc(NC(=O)c2csc(-c3ccc(C(=O)NC4CC4)cc3)n2)cc1 the results were ASK1 primary 9.3 and ULK1 primary 18.9.
For COc1ccc(CCNc2ncnc3c2nc(Nc2nccc4ccccc24)n3C(C)C)cc1 the results were ASK1 primary -10.9 and ULK1 primary -7.9.
Screening Nc1nc(N2CCCC2CO)nc2c1ncn2Cc1ccc(C(F)(F)F)cc1 (stereo unspecified) returned ASK1 primary -0.6 and ULK1 primary -1.9.
`COc1cc2nc(Nc3ccc(C(F)(F)F)cc3)nc(NCCOc3ccccc3)c2cc1OC` gave ASK1 primary -25.8 and ULK1 primary -24.8.
Screening O=C(NCc1nc2ccccc2[nH]1)c1ccc2nc(N3CCC(N4CCOCC4)CC3)sc2c1 returned ASK1 primary -5.2 and ULK1 primary 4.7.
Screening CCN(CC)c1nc(NCc2cccnc2)nc(NCc2cccc(C(F)(F)F)c2)n1 returned ASK1 primary -11.5 and ULK1 primary -23.7.
`O=C(Nc1cccc(Cl)c1N1CCC(N2CCC2)CC1)c1ccc(Br)o1` gave ASK1 primary 14.4 and ULK1 primary 1.2.
`CC(C)N(CCNc1nc(-c2cccs2)nc2c1ncn2Cc1ccc(C(F)(F)F)cc1)C(C)C` gave ASK1 primary 7.0 and ULK1 primary 11.6.
For CC(C)n1cnc2c(Nc3ccccc3)nc(Nc3cnccn3)nc21 the results were ASK1 primary 3.1 and ULK1 primary 23.4.
`COc1ccc(CCNc2cc(-c3ccc(C(=O)N4CCN(C)CC4)cc3)nc(N)n2)cc1` gave ASK1 primary -3.5 and ULK1 primary 8.2.
Screening O=C(NC1CC1)c1ccc(-c2cccc(C(=O)NCc3nc4ccccc4[nH]3)n2)cc1 returned ASK1 primary -13.3 and ULK1 primary -14.1.
Screening COc1ccc(CCNc2ncnc3c2nc(N2CCN(c4ccccn4)CC2)n3C(C)C)cc1 returned ASK1 primary 1.7 and ULK1 primary 2.7.
`O=C(NCc1ccccc1)c1cccc(NC2CCN(Cc3ccccc3)CC2)n1` gave ASK1 primary -5.7 and ULK1 primary -4.0.
CCCNc1nc(-c2ccc(N3CCOCC3)nc2)nc2c1ncn2-c1ccccc1 was read as ASK1 primary -3.2 and ULK1 primary 2.6.
COc1cccc(Oc2ncc(F)c(-c3cc(F)cc(N4CCOCC4)c3)n2)c1 was read as ASK1 primary -65.8 and ULK1 primary 1.5.
Screening FC(F)(F)c1ccc(Cn2cnc3c(Nc4ccc(Oc5ccccc5)cc4)nc(-c4ccccc4)nc32)cc1 returned ASK1 primary -2.4 and ULK1 primary 6.6.
For Cc1cc(NCCN(C(C)C)C(C)C)nc(Nc2ccc(N3CCOCC3)cc2)n1 the results were ASK1 primary -18.4 and ULK1 primary -19.9.
For COc1cc(NC(=O)c2cccc(-n3cc(NC(=O)Cc4ccc([N+](=O)[O-])cc4)cn3)c2)cc(OC)c1OC the results were ASK1 primary -22.7 and ULK1 primary -11.3.
For CCNc1nc(NCCN2CCOCC2)c2ncn(-c3ccsc3)c2n1 the results were ASK1 primary -19.1 and ULK1 primary -0.5.
COc1ccc(-c2cc(C(=O)NCc3cccc(C(F)(F)F)c3)ccn2)cn1 was read as ASK1 primary -13.6 and ULK1 primary -2.4.
Screening Nc1cccc(F)c1Nc1ccc2c(cnn2-c2cccc(C(=O)NCCN3CCOCC3)c2)c1 returned ASK1 primary -3.1 and ULK1 primary -18.3.
`O=C(NC1CCN(Cc2ccccc2)CC1)c1cccc(Nc2ccncn2)n1` gave ASK1 primary -5.0 and ULK1 primary 4.9.
For Cc1ccc(Oc2ccc(CN)cc2)cc1 the results were ULK1 primary -6.5.
Screening O=C(NCc1nc2ccccc2[nH]1)c1ccc2nc(Nc3ccc4ncccc4c3)sc2c1 returned ASK1 primary -1.5 and ULK1 primary 10.3.
Screening COc1cc(Nc2nc(N3CCc4ccccc4C3)nc3c2ncn3-c2ccsc2)cc(OC)c1OC returned ASK1 primary 6.5 and ULK1 primary 18.9.
Screening O=C(NCc1cccnc1)c1ccnc(Nc2ccc3ncccc3c2)c1 returned ASK1 primary 6.3 and ULK1 primary 1.1.
CC1(C)CC(=O)C=C(NNC(=O)CC2(C)OCCCO2)C1 was read as ULK1 primary 3.5.
`COc1ccc(OC)c(CNc2ncc(-c3cccc([N+](=O)[O-])c3)n2C)c1` gave ULK1 primary -0.8.
Screening c1ccc(Nc2cc(-c3ccnc(Nc4ccc(N5CCOCC5)cc4)c3)nn2-c2ccccc2)cc1 returned ASK1 primary 40.8* and ULK1 primary -14.2.
`CNC(=O)c1ccccc1Nc1cc(NC(=O)Cc2ccc(F)c(F)c2)ncc1C(F)(F)F` gave ASK1 primary 1.3 and ULK1 primary 32.8.
For O=C(NNS(=O)(=O)c1ccccc1[N+](=O)[O-])c1cc2ccccc2cc1O the results were ULK1 primary 12.0.
Screening O=C(Nc1ccccc1)c1cccc(N2CCCC2CO)n1 (stereo unspecified) returned ASK1 primary -8.4 and ULK1 primary 0.7.
Screening CCN(CC)C(=O)C1CCCN(c2ccc(-n3cc(CC(=O)Nc4ccc(NC(C)=O)cc4)c4ccccc43)nn2)C1 (stereo unspecified) returned ASK1 primary -29.3 and ULK1 primary 37.8.
For c1cncc(CNc2nc(N3CCC(N4CCOCC4)CC3)nc3c2ncn3C2CCCCC2)c1 the results were ASK1 primary -7.4 and ULK1 primary 7.2.
For N[C@@H](Cc1ccc(Br)cc1)C(=O)N1CCC(Nc2ccc3[nH]ncc3c2)C1 (stereo partly specified) the results were ASK1 primary -20.5 and ULK1 primary 29.0.
Screening CCN(CC)C(=O)N1CCN(C)CC1 returned ULK1 primary 1.8.
COc1cc(Nc2nc(Cl)nc3c2ncn3CCN2CCCC2=O)cc(OC)c1OC was read as ASK1 primary -15.6 and ULK1 primary 5.7.
Fc1ccc(-c2cnc(NCCCn3ccnc3)nc2)cc1 was read as ULK1 primary 2.5.
O=C(NCc1cccc(C(F)(F)F)c1)c1ccc(-c2ccc(N3CCOCC3)nc2)s1 was read as ASK1 primary -9.9 and ULK1 primary -15.1.
`CCN1CCN(c2c(Cl)cccc2NC(=O)c2ccco2)CC1` gave ASK1 primary -7.6 and ULK1 primary -0.8.
c1nc(NC2CC2)c2[nH]c(N3CCOCC3)nc2n1 was read as ASK1 primary -1.6 and ULK1 primary 0.9.
Screening Cc1cc(NC2CC2)nc(-c2cccc(N)c2)n1 returned ASK1 primary 9.0 and ULK1 primary 13.1.
CC(C)n1cnc2c(NCc3nc4ccccc4[nH]3)nc(Nc3ccc4ncccc4c3)nc21 was read as ASK1 primary 2.0 and ULK1 primary 45.1*.
NC(=O)NS(=O)(=O)c1ccc(Cl)cc1 was read as ULK1 primary -7.1.
Screening Cc1ncn(-c2ccc(Nc3cc(Nc4ccccc4C(N)=O)c(C)cn3)cc2)n1 returned ASK1 primary -41.3 and ULK1 primary 31.5.
For N[C@H](Cc1ccc(Cl)cc1)c1nc2ncc(-c3cn[nH]c3)cc2[nH]1 the results were ASK1 primary 24.2 and ULK1 primary -2.1.
`COC(CNc1ncc(-c2ccc(F)cc2)cn1)OC` gave ULK1 primary -2.9.
For CC(C)n1c(N2CCOCC2)nc2c(NCc3ccccc3)ncnc21 the results were ASK1 primary -1.3 and ULK1 primary -3.0.
For CCCNc1cc(C)nc(-c2c(C)noc2C)n1 the results were ASK1 primary -9.6 and ULK1 primary 6.9.
Screening Nc1nc(NC2CCN(Cc3ccccc3)CC2)cc(N2CCCC2CO)n1 (stereo unspecified) returned ASK1 primary -17.1 and ULK1 primary -9.0.
`Cc1cc(NC2CC2)nc(N2CCCC2CO)n1` (stereo unspecified) gave ASK1 primary -13.2 and ULK1 primary -3.9.
For Cc1ccc(S(=O)(=O)Nc2ccc(-c3cn4ccc(C)nc4n3)cc2)c(C)c1 the results were ULK1 primary -3.8.
Screening CCCNC(=O)c1ccnc(-c2ccc(OC)nc2)c1 returned ASK1 primary -0.7 and ULK1 primary -16.1.
`NC(=O)c1ccc(-c2nc(NCc3cccnc3)c3ncn(-c4ccsc4)c3n2)cc1` gave ASK1 primary 13.2 and ULK1 primary 26.4.
For CC1(C)COc2ccc(NC(=O)c3ccccc3Cl)cc2NC1=O the results were ULK1 primary -2.7.
Screening CC(=O)Nc1ccc(NC(=O)c2cc(N3CCOCC3)nc3ccccc23)cc1 returned ASK1 primary -16.4 and ULK1 primary 15.8.
Cc1ccc(C(=O)NCCc2csc(-c3cccc(F)c3)n2)cc1C was read as ULK1 primary -18.1.
`FC(F)(F)c1ccc(Nc2nc(NCCOc3ccccc3)c3ncn(C4CCCCC4)c3n2)cc1` gave ASK1 primary 2.1 and ULK1 primary -19.6.
For CCOC(=O)NNc1ccc(N(CC)CC(C)O)nn1 (stereo unspecified) the results were ULK1 primary 5.8.
`Fc1cc(-c2cn[nH]c2)cc2[nH]c(C3COc4ccc(Cl)cc4C3)nc12` (stereo unspecified) gave ASK1 primary 12.6 and ULK1 primary -19.2.
Screening c1ccc2c(c1)CCN(c1nc3ncnc(NC4CC4)c3[nH]1)C2 returned ASK1 primary -6.9 and ULK1 primary 2.7.
For CN(C)S(=O)(=O)Nc1cccc([N+](=O)[O-])c1 the results were ULK1 primary 4.5.
`Cc1nn(C)c(C)c1-c1cccc(C(=O)NCc2nc3ccccc3[nH]2)n1` gave ASK1 primary -3.2 and ULK1 primary 8.8.
For NC(=O)c1ccc2nc(Nc3ccncn3)sc2c1 the results were ASK1 primary 1.2 and ULK1 primary 7.5.
For NCC1CCCN(c2ccnc(Nc3ccc(S(N)(=O)=O)cc3)n2)C1 (stereo unspecified) the results were ASK1 primary -1.8 and ULK1 primary 11.7.
Screening CC(=O)NCCCS(=O)(=O)O returned ULK1 primary -19.8.
For Cc1cc(C)cc(C(=O)Nc2cc(-n3c(C)nc4ncccc4c3=O)ccc2F)c1 the results were ULK1 primary 8.8.
`O=C(NCCN1CCOCC1)c1cccc(NC2CCN(Cc3ccccc3)CC2)n1` gave ASK1 primary 10.6 and ULK1 primary 1.3.
`CCN(CC)C(=O)C1CCCN(c2nc(Nc3cc(OC)c(OC)c(OC)c3)c3[nH]cnc3n2)C1` (stereo unspecified) gave ASK1 primary 0.0 and ULK1 primary -15.4.
For CCCNC(=O)c1csc(-c2ccc(C(=O)N3CCN(C)CC3)cc2)n1 the results were ASK1 primary -10.2 and ULK1 primary 11.2.

5 compounds picked at random from the list so far:
`Cc1nn(C)c(C)c1-c1cccc(C(=O)NCc2nc3ccccc3[nH]2)n1` gave ASK1 primary -3.2 and ULK1 primary 8.8.
For CCCNC(=O)c1csc(-c2ccc(C(=O)N3CCN(C)CC3)cc2)n1 the results were ASK1 primary -10.2 and ULK1 primary 11.2.
For NCC1CCCN(c2ccnc(Nc3ccc(S(N)(=O)=O)cc3)n2)C1 (stereo unspecified) the results were ASK1 primary -1.8 and ULK1 primary 11.7.
`CCN(CC)C(=O)C1CCCN(c2nc(Nc3cc(OC)c(OC)c(OC)c3)c3[nH]cnc3n2)C1` (stereo unspecified) gave ASK1 primary 0.0 and ULK1 primary -15.4.
For NC(=O)c1ccc2nc(Nc3ccncn3)sc2c1 the results were ASK1 primary 1.2 and ULK1 primary 7.5.
